Tn7 DDE FP: disrupts Tn7 cyclic peptide binding to fibrin D-Dimer-E complex; AID 720508; 370,000 tested, 0.13% active; inhibition, % at 8.3 µM; FP displacement of FITC-Tn7 peptide from fibrin DD(E); 0% = median of compound wells per plate;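 active = inhibition above the mean of compounds falling within the control limits plus 3 SD of them, cut at about 14% in these data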;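 also: 0% = plate median of compound wells and 100% = 10 µM Aha-Tn7 peptide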
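Test system – human fibrin DD(E) · Times – 10 min preincubation, 3 h with tracer, room temperature · Detection – fluorescence polarization of the labelled Tn7 tracer · Measure – percent inhibition normalized to high-control wells · Benchmarks – high control wells with 10 µM unlabelled Aha-Tn7 peptide (full inhibition) · Repeats – singlicate testing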
PLC-beta3 inh: blocks human PLC-beta3 enzyme activity. 370,000 tested, 0.18% active. inhibition, % at 12.2 µM. Q01970. Purified PLC-beta3, fluorogenic substrate, fluorescence; in the data active = inhibition above about 11%;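 also: 0% = median of compound wells on plate and 100% = full blocker control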
UHRF1 binding: UHRF1 methyl-DNA binding inhibition. inhibition, % at 4.4 µM. Q96T88. UHRF1 binding to methylated oligo, TR-FRET. AID 687016. 370,000 tested, 0.75% active; in the data active = inhibition above about 21%;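 also: UHRF1 SRA domain binding a hemimethylated CpG hairpin DNA probe; 0% = median of test compound wells and 100% = reference inhibitor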
Target sequence (Q96T88 whole entry, looked up, the tested form may be a part): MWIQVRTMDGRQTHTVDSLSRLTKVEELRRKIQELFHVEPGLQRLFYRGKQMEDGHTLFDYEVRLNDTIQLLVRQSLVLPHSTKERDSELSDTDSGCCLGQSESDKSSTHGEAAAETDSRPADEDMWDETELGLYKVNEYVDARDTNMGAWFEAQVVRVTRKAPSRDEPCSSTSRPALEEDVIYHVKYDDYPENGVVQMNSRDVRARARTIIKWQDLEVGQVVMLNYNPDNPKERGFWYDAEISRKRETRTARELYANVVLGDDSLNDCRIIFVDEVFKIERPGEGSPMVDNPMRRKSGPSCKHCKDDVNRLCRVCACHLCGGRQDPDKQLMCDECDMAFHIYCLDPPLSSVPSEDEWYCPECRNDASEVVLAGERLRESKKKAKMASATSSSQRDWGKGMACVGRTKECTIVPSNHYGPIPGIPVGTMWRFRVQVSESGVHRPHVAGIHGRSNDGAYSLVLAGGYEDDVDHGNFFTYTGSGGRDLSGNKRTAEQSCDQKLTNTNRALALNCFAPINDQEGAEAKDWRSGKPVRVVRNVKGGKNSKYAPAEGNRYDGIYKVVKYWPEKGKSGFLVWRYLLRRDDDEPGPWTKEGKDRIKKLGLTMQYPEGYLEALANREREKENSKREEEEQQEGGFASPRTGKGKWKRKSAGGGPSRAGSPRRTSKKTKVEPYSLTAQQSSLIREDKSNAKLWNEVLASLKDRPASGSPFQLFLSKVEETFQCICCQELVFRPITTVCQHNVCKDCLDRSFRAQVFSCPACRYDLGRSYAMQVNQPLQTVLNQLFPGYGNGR
PLCg1 inh: inhibitors of human phospholipase C gamma1; P19174; purified PLC-gamma1, fluorogenic substrate, fluorescence; inhibition, % at 12.2 µM; 370,000 tested, 0.84% active; AID 720700; in the data active = inhibition above about 9.5%
Rev-erbA mod: Rev-erb alpha (human) modulation. P20393. Rev-erbα–FITC-DNA binding, fluorescence polarization, 90 min. activity, % at 10 µM. 370,000 tested, 0.79% active. AID 1259318;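 active = activity above about 14%, limit read from the data; passing the limit was not always enough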;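 also: 0% = DMSO wells with 35 nM protein and 100% = DMSO wells with 750 nM protein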
ASAP1 GAP inh: inhibitors of human ASAP1 ArfGAP activity; ASAP1-stimulated ARF1 GTP hydrolysis, GDP FP detection; AID 624377; 360,000 tested, 0.19% active; inhibition, % at 16.5 µM; Q9ULH1; in the data active = inhibition above about 25%;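 also: 0% = vehicle with enzyme and substrate and 100% = no enzyme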
sPLA2-III inh: Inhibits HGIII-sPLA2 liposome hydrolysis, primary screen; Q9NZ20; QFRET BODIPY PC-A2 liposome hydrolysis, fluorescence; AID 743126; 370,000 tested, 0.56% active; inhibition, % at 12.2 µM;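 active = inhibition above mean plus 3 SD of compounds lying within the high and low control bounds, cut at about 19% in these data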;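 also: 0% = median of test compound wells and 100% = no enzyme DMSO wells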
KLK7 zymogen act: activates the human kallikrein-7 zymogen; activation, % at 7 µM; 370,000 tested, 0.9% active; purified proKLK7, EDANS-DABCYL substrate fluorescence; 100% is mature enzyme control, 0% vehicle; P49862;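 active = activation above the mean of all tested compounds plus 3 SD, computed per campaign excluding outliers beyond control limits, cut at about 13% in these data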
Target sequence (P49862 whole entry, looked up): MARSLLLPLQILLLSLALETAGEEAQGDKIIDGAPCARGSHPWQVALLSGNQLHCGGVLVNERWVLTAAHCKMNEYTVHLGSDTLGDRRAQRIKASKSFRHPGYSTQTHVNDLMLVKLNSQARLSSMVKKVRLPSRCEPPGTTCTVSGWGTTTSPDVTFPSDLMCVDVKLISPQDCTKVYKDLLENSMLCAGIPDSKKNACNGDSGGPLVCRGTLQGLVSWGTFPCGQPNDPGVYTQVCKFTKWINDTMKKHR
ARFGAP1 inhibitor: inhibits rat ARF GTPase activating protein 1. inhibition, % at 16.5 µM. Arfgap1-stimulated ARF1 GTP hydrolysis, GDP FP detection. 360,000 tested, 0.26% active. Q62848;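 active = inhibition above a per-plate limit, mean inhibition of low control wells plus 3 SD, cut at about 25% in these data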;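 also: 0% = DMSO wells with enzyme and 100% = wells lacking Arfgap1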
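Material: rat Arfgap1 catalytic domain, aa 1-136; also added: human ARF1(Δ1-17)-GTP substrate; compound dosing: one concentration, 16.5 µM, DMSO 1.26%; incubation: GTP hydrolysis reaction 2 h at 25 °C; measured by: Tracer-displacement fluorescence polarization with EDTA stop, 620/688 nm; evaluation: % inhibition from polarization; repeats: one replicate per compound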
Tn6 DDE FP: disrupts Tn6 cyclic peptide binding to fibrin D-Dimer-E complex | Fibrin DD(E) TRITC-Tn6 fluorescence polarization displacement | inhibition, % at 8.3 µM | 370,000 tested, 0.21% active | AID 720509;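 active = inhibition above a per-campaign cutoff: mean of compounds within control limits plus 3 SD, cut at about 15% in these data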;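 also: 0% = median of all compound wells on the plate and 100% = blocking peptide control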
Active calls of the source: *; i = inactive.

SMILES	Tn7 DDE FP	PLC-beta3 inh	UHRF1 binding	PLCg1 inh	Rev-erbA mod	ASAP1 GAP inh	sPLA2-III inh	KLK7 zymogen act	ARFGAP1 inhibitor	Tn6 DDE FP
CCOC(=O)c1c(NC(=O)Cn2nc(C(=O)O)c3ccccc3c2=O)sc(CC)c1C	2	-2	0	0	-6	2	0	0.5	17	-4
Nc1ccc(SCc2nc3cccc4c3n2CCC4)cc1	1	-6	-1	2	3	-4	4	-0.5	9	0
CC(=O)c1ccc(N2C(=NC(=O)CCc3ccccc3)SC3CS(=O)(=O)CC32)cc1 (stereo not given)	-1	-12	-2	-1	-5	2	2	-0.1	18	1
O=C(c1cccc(S(=O)(=O)N2CCOCC2)c1)N1CCN(C/C=C/c2ccccc2)CC1	-7	-1	0	8	5	12	-3	0.1	7	4
CC(O)(c1ccc(F)c(F)c1)c1nc(-c2ccc(F)c(Cl)c2)cs1 (stereo not given)	7	0	-1	4	3	9	-7	0.2	14	-2
COc1ccc(S(=O)(=O)N2CCCC(C(=O)Nc3ccc(NC(=O)c4ccccn4)cc3)C2)cc1 (stereo not given)	-5	-55	2	0	-4	-4	-1	0.3	-2	5
COc1ccc(C)cc1S(=O)(=O)NCC(c1ccco1)N1CCc2ccccc2C1 (stereo not given)	-4	-4	-1	-1	6	-5	-12	0.0	5	3
CC1=CN(S(=O)(=O)c2ccc(C)cc2)C[C@@H]2c3ccccc3N(S(=O)(=O)c3ccc(C)cc3)[C@H]12	0	-3	4	0	4	7	11	0.4	9	6
Cc1ccc(S(=O)(=O)CC(=O)Nc2ncc([N+](=O)[O-])s2)cc1	3	-5	-1	2	-8	-3	-9	-0.2	11	-2
COc1ccc(CCN2C(=O)CSC2=Nc2ccc(C(C)C)cc2)cc1OC	7	-8	0	-2	1	15	-13	0.9	-7	-2
OC(COc1ccc2ccccc2c1)Cn1ccnc1 (stereo not given)	-2	3	-5	2	-2	-5	-9	-0.8	0	2
O=C(Nc1cnccc1C(F)(F)F)NC1CCCCC1	-4	-7	-2	0	10	-6	8	0.0	-6	1
COc1ccc(Cl)cc1-c1cc(C(=O)NCc2cccc(C(F)(F)F)c2)[nH]n1	-1	0	0	1	-1	4	-10	-0.1	9	1
Cc1nnc(SCc2nc3scc(-c4ccccc4)c3c(=O)[nH]2)s1	2	-9	2	-75	4	-13	4	0.2	-4	-2
Cc1ccc(NC(=O)c2cc(=O)c3ccccc3o2)c(C)c1	-9	1	-1	2	-5	4	-1	0.4	-8	-6
CCOC(=O)N1CCN(C(=O)c2sc3nc(-c4ccc(F)cc4)cn3c2C)CC1	-9	0	2	0	2	-5	1	0.6	10	-3
CCOC(=O)C1=C(COC(=O)CSc2ccc(C)cc2)NC(=O)NC1C (stereo not given)	-2	-4	0	1	-5	-7	-3	-0.2	-1	-4
CCNC(=S)Nc1ccc(Cc2nc3ccccc3[nH]2)cc1	0	-1	0	0	3	-1	5	0.5	-14	9
O=C(CCC(=O)N1CCSc2ccccc21)Nc1ccc(F)cc1	6	4	3	-1	0	-1	5	-0.6	5	7
Cc1ccc(N(C(C)C(=O)Nc2ccc3c(c2)OCO3)S(C)(=O)=O)cc1 (stereo not given)	4	-3	2	-1	3	-1	-3	-0.4	1	6
COC(=O)c1ccc(/C=C(/NC(=O)c2ccccc2)C(=O)N2CCOCC2)cc1	6	-7	-3	0	-2	-4	1	-0.3	3	0
CC1C(=O)N(Cc2ccc([N+](=O)[O-])cc2)c2ccccc2N1C(=O)c1c(F)cccc1F (stereo not given)	0	-2	-3	1	5	-1	-6	0.9	10	-1
COc1ccc(C(=O)N2CCN(c3ccccc3)CC2)cc1S(=O)(=O)NC1CC1	1	2	0	-1	-4	-13	5	-0.4	-8	0
Cc1c(C)c2c(OCC(=O)Nc3ccc(CCO)cc3)cc3c(c2oc1=O)CCC(C)(C)O3	7	i	2	i	0	-4	-6	-59	-6	3
CCOC(=O)c1c(NC(=O)CN2CCN(C)CC2)sc(C(=O)Nc2ccccc2)c1C	-5	1	2	3	0	6	-15	-1.4	13	-6
CCOC(=O)c1nn(-c2ccccc2Cl)c(=O)cc1OCC(=O)Nc1cccc(OC)c1	4	-5	-1	2	-5	11	6	0.0	6	-3
O=C(Nc1ccc2nc(N3CCOCC3)sc2c1)c1ccc(F)cc1	-1	-12	0	-7	-5	4	3	-0.3	4	6
COc1ccccc1C(=O)COC(=O)C1CCN(S(=O)(=O)c2ccc(C)c(C)c2)CC1	2	-2	6	1	2	-8	8	-0.8	3	-15
COc1ccc(S(=O)(=O)N2CCN=C2SCc2cccnc2)cc1	3	2	-3	1	12	11	-4	0.7	-2	-8
Clc1ccc(Cl)c(OCCCCN2CCNCC2)c1	1	-4	-1	5	1	-7	-3	-0.5	10	1
Cc1ccccc1OS(=O)(=O)c1cn(C)c(=O)n(C)c1=O	-3	-5	0	-3	-4	1	-1	0.3	5	3
Cn1cccc1C(=O)NNC(=O)COc1ccc(Br)cc1	6	-4	0	2	11	0	-3	-0.2	0	0
C=CCOc1ccc(C=Nc2cccc(Cl)c2)c(O)c1	3	-3	-3	3	0	-2	3	-3.2	-4	-5
O=C(NCCCN1CCCC1=O)c1cn(-c2ccccc2)nc1-c1ccccc1	3	-5	6	2	-3	8	1	-0.4	10	1
C=CCN=Cc1c(C)[nH]n(-c2ccccc2)c1=O	-1	-1	-2	1	-1	-5	5	-0.3	17	-1
CC1(C)C2CCC(C2)C1(C)NC(=O)CN1CCOCC1 (stereo not given)	-4	5	6	0	-5	-7	-5	0.0	6	-1
Cc1ccc(C(=O)OCC(=O)Nc2ncc(Cl)cc2Cl)cc1NC(=O)c1ccco1	0	-6	-2	-3	1	-8	-4	-0.6	23	3
CCOC(=O)c1c(C)n(C)c2ccc(OCC(O)CNC(CC)CO)cc12 (stereo not given)	-11	-1	7	0	1	-1	2	0.9	5	-1
COCCOC(=O)c1c(C)oc2ccc(OC(=O)c3ccco3)cc12	-11	-2	0	2	3	21	-2	0.5	1	-9
O=C(CSc1ncnc2nc[nH]c12)c1ccc2ccccc2c1	0	-12	-3	-9	4	13	-60	0.1	0	1

Fetched by compound from the entries so far, three records:
SMILES	Tn7 DDE FP	PLC-beta3 inh	UHRF1 binding	PLCg1 inh	Rev-erbA mod	ASAP1 GAP inh	sPLA2-III inh	KLK7 zymogen act	ARFGAP1 inhibitor	Tn6 DDE FP
O=C(CSc1ncnc2nc[nH]c12)c1ccc2ccccc2c1	0	-12	-3	-9	4	13	-60	0.1	0	1
COc1ccc(CCN2C(=O)CSC2=Nc2ccc(C(C)C)cc2)cc1OC	7	-8	0	-2	1	15	-13	0.9	-7	-2
CCOC(=O)c1nn(-c2ccccc2Cl)c(=O)cc1OCC(=O)Nc1cccc(OC)c1	4	-5	-1	2	-5	11	6	0.0	6	-3

Following part
SMILES	Tn7 DDE FP	PLC-beta3 inh	UHRF1 binding	PLCg1 inh	Rev-erbA mod	ASAP1 GAP inh	sPLA2-III inh	KLK7 zymogen act	ARFGAP1 inhibitor	Tn6 DDE FP
CC(=O)Nc1cccc(-c2ccnc3c2CC(C(=O)NCc2cccc(Cl)c2)O3)c1 (stereo not given)	-7	1	2	1	-1	14	2	-0.3	9	-5
CCOC(=O)C1CCN(c2ccc(C(=O)O)cc2[N+](=O)[O-])CC1	-2	1	16	-1	2	2	-2	0.1	-6	0
CCCOP(=O)(OCCC)c1nc(-c2ccccc2)oc1NCc1ccccc1	-6	-75	-2	-73	-1	-4	-4	-1.2	-14	-12
CC(=O)N1c2ccccc2C(CBr)=CC1(C)C	-1	-5	17	-4	-3	10	-4	0.1	3	1
COc1cc(OC)cc(C(=O)Nn2cc(C(=O)N3CCN(C)CC3)c3ccccc3c2=O)c1	-1	-2	1	-3	2	8	3	-0.8	-2	1
CCC1(c2ccccc2)NC(=O)N(CC(=O)Nc2ccccc2C(=O)NC2CCCC2)C1=O (stereo not given)	0	-12	3	-3	-3	11	-8	-0.6	7	1
COc1cccc(C2Nc3ccccc3C(=O)N2c2ccc(F)cc2)c1O (stereo not given)	3	-99	1	-72	2	-1	-3	-2.0	5	7
O=C(CCNC(=O)c1ccc(Br)cc1)NCc1ccncc1	1	-8	1	0	9	1	13	1.0	5	0
Cc1ccc(C(=O)Cn2cccn2)cc1	2	3	5	2	7	10	12	-0.4	-4	6
Cc1oc(-c2cccc(Cl)c2)nc1CN1CCCC(C(=O)NCCCN2CCOCC2)C1 (stereo not given)	-1	2	-2	1	1	4	-1	0.3	-7	-4
O=[N+]([O-])c1ccc(Cl)c(NC2=NCCCCC2)c1	2	-2	2	3	-4	5	5	-0.3	-11	5
COc1ccc(S(=O)(=O)N2CCC(C(=O)N[C@H](C(=O)NCc3ccccc3)C(C)C)CC2)cc1	-3	2	6	0	9	-7	10	-0.5	5	-4
O=C(COc1ccc(Cc2ccccc2)cc1)c1ccc(F)cc1	-1	-2	2	-4	3	-4	-12	-0.5	-9	-1
COc1ccc(OC)c(-c2csc(NC(=O)c3ccc4c(c3)OCO4)n2)c1	-2	-7	3	-6	49*	17	-6	0.3	17	0
COc1ccc(C(=O)Oc2c(CN3CCOCC3)cc(Cl)c3cccnc23)cc1OC	4	1	-3	-2	2	-4	4	0.0	-13	2
COc1ccc(S(=O)(=O)N2CCCC2CNC(=O)C(=O)NCc2ccccc2)cc1 (stereo not given)	8	-7	1	-1	4	6	11	-0.3	-1	1
COc1ccc2c(c1OC)C(=O)N(c1ncn[nH]1)C2	-2	-8	-2	-9	0	9	6	-0.6	-6	4
Cc1cc(C)n(CC(=O)NNC(=O)CCCOc2ccc(Cl)cc2C)n1	0	-6	-1	-1	0	1	-9	-0.2	-4	4
CCc1cc2c(SCC#N)ncnc2s1	-7	0	-2	4	-2	9	-1	0.6	-4	4
Cn1cc(Br)c(C(=O)Nc2ncc(Br)s2)n1	-3	2	-4	3	-14	15	-6	-0.5	-8	-1
Cc1ccc2nc(N(CCCN(C)C)C(=O)c3ccc4c(c3)CCCC4)sc2c1	0	1	-2	-1	2	-4	-10	-0.3	12	0
COc1ccccc1-n1nnnc1SCC(=O)NCC1(N2CCCCC2)CCCCC1	-2	-4	3	-4	-2	-9	-4	-1.3	1	4
CN(C)CCCn1c(=O)n(CCc2ccccc2)c(=O)c2c3c(sc21)CCCCC3	8	-5	1	-1	-6	6	-22	0.1	2	7
O=S(=O)(Cc1ccccc1)N1CCN(c2ncccn2)CC1	-2	-7	3	7	0	-11	2	-0.3	-3	0
COC(=O)c1ccc(NC(=O)CN2C(=O)CCC2=O)cc1	-3	3	-1	1	-3	-1	0	0.4	-5	4
CCCC(=O)Nc1nc2ccc(C(=O)OCC)cc2s1	-6	1	-1	-2	5	7	-1	-0.2	-8	2
Cc1ccc(S(=O)(=O)N2CCC(C(=O)OCc3c(C)noc3C)CC2)cc1C	-3	-10	1	-1	-3	4	-5	0.3	1	2

Screening data from PubChem.
